TDP1 inh – qHTS Assay for Inhibitors of Tyrosyl-DNA Phosphodiesterase (TDP1); Potency, µM (series often up to 130 µM), for inactives: at the top dose activity change, negative = inhibition, hits mostly inhibitors; recombinant TDP1, AlphaScreen DNA substrate cleavage; Tyrosyl-DNA phosphodiesterase 1 (Homo sapiens), Q9NUW8; actives 0.28% (n = 350,000); also: nearly all actives have a fitted effect of over 40% in size
Target sequence (Q9NUW8 whole entry, looked up): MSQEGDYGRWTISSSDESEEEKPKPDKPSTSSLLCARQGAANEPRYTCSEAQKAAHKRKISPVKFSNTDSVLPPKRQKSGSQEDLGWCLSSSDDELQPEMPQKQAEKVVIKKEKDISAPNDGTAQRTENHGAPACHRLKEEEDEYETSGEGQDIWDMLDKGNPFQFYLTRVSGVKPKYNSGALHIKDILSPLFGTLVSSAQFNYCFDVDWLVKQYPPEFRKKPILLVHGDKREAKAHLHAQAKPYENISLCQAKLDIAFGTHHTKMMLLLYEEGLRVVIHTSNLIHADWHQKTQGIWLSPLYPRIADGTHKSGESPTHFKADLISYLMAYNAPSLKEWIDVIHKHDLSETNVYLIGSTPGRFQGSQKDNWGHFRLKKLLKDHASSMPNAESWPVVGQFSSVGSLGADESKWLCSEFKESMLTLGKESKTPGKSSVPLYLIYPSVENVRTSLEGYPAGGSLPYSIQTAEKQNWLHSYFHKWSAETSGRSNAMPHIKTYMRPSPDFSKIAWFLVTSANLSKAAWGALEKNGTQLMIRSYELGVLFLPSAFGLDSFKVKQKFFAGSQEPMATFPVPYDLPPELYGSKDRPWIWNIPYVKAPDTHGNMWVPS
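E. coli-derived human Tdp1, 1 nM final. Cpd preinc 15 min RT; substrate 15 nM final, 5 min RT; AS bead mix 10 ug/ml final, 10 min RT. Signal loss = tyrosine-FITC cleavage. No-enzyme wells = max signal.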
DT40 TDP1 CPT – qHTS for Inhibitors of human tyrosyl-DNA phosphodiesterase 1 (TDP1): qHTS in cells in presence of CPT. actives 12% (n = 420,000). chicken DT40 Tdp1-/-;hTDP1 cells + 20 nM CPT, ATP luminescence, 48 h. AID 686979, 2013. Potency, µM (top dose mostly 46.2 µM), for inactives: at the top dose activity change, negative = growth inhibition, actives largely listed as inhibitors; also: nearly all actives have a fitted effect of over 55% in size
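Chicken DT40 Tdp1-/- cells stably complemented with human TDP1 were seeded at 400 cells/well in medium containing 20 nM camptothecin, exposed to pin-transferred compounds, and grown at 37 °C for at least 48 hr. Viability was read as ATP luminescence.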
TDP1 cell noCPT – qHTS for Inhibitors of human tyrosyl-DNA phosphodiesterase 1 (TDP1): qHTS in cells in absence of CPT. DT40 Tdp1-/- hTDP1 cells, no CPT, ATP luminescence, 48 h. actives 15% (n = 420,000). Potency, µM (highest dose often 46.2 µM), without a hit: at the highest dose activity change, negative = growth inhibition, hits mostly inhibitors; also: nearly all actives have a fitted effect of over 55% in size
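DT40 Tdp1-/-;hTDP1 cells, no CPT (DMSO vehicle only), 400 cells/well; compounds pin-transferred; ≥48 hr, 37 °C; CellTiter-Glo 30 min RT dark, luminescence read.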
* hit, by the source's call; ? = inconclusive; · = no result given; & = joins results of further samples; [ ] = dose if it differs, or a comment. Calls follow the shape of the dose curve; as a rule, active = well fitted curve in the direction sought with a large enough effect; inconclusive = small, poorly fitted or top-dose-only effect, or another doubt; inactive = no such curve, though single readings can be large; an effect the other way counts as inactive or inconclusive. % is scaled to controls: 0 for no effect and ±100 for the full control effect; potency is read from the fitted curve at half-maximal effect.

1	Oc1ccc(-c2nccc(-c3ccccn3)n2)cc1
2	Cc1ccccc1-n1c(SCC(=O)N(C)C2CCS(=O)(=O)C2)nc2ccccc2c1=O (stereo not drawn)
3	CCOc1ccccc1N1CCN(Cc2cc3c(cc2[N+](=O)[O-])OCO3)CC1
4	Nc1ccc(-c2nc3c(ccc4ccccc43)[nH]2)cc1
5	COC(=O)/C(=C/c1ccc(F)cc1)NC(C)=O
6	Cc1cc(C)n2nc(C(=O)N(C)C(c3ccccc3)c3ccccc3)nc2n1

compound no.	1	2	3	4	5	6
TDP1 inh	·	8%	·	6%	0%	3%
DT40 TDP1 CPT	0%	1%	?	?	-23%	?
TDP1 cell noCPT	10%	-23%	?	?	5%	?

7	COC1=NS(=O)(=O)c2ccccc21
8	[O-]/[N+](=C\c1ccncc1)c1ccc(Br)cc1
9	CN1CCN(S(=O)(=O)c2cccc(C(=O)Oc3cccc(C#N)c3)c2)CC1
10	CN(C)CCN(C(=O)c1ccc2c(c1)OCCO2)c1nc2ccc(Cl)cc2s1
11	N#Cc1c(NC(=O)c2ccc(Cn3cc(Br)cn3)o2)sc2c1CCCCC2
12	COc1cc(Nc2cc(C)nc3ncnn23)cc(OC)c1OC

compound no.	7	8	9	10	11	12
TDP1 inh	8%	5%	4%	2%	-2%	4%
DT40 TDP1 CPT	3%	8.2µM*	-4%	?	?	0%
TDP1 cell noCPT	-3%	?	-10%	?	-17%	12%

13	CN=c1nc(-c2ccccc2)n(-c2ccccc2)s1
14	CCOCCCNC(=S)N(CCO)Cc1cc2cc3c(cc2[nH]c1=O)OCCO3
15	Cc1c(Cl)cccc1NC(=O)CN1C(=O)CSc2ccc(S(=O)(=O)N3CCCC3)cc21
16	Nn1c(SCC(=O)Nc2ccc3c(c2)OCCO3)nnc1C(F)(F)F
17	Cc1cc(C)c(CN2CCN(C(=O)CC[C@H]3O[C@@H](n4ccc(=O)[nH]c4=O)[C@H](O)[C@@H]3O)CC2)c(C)c1
18	O=C(CN1CCCCC1)Nc1ccc(S(=O)(=O)N2CCCCCC2)cc1

compound no.	13	14	15	16	17	18
TDP1 inh	14%&0%	·	0%	-1%	·	6%
DT40 TDP1 CPT	4.6µM*	-8%	-12%	9%	-10%	-17%
TDP1 cell noCPT	6.5µM*	6%	-14%	0%	?	-13%

19	S=C(Nc1cc(Cl)ccc1Oc1ccccc1)N1CCN(c2ccccn2)CC1
20	COC(=O)CCc1c[nH]c2ccc([N+](=O)[O-])cc12
21	COc1cccc(/C=N/Nc2nc3ccccc3[nH]2)c1O
22	CC(=O)Oc1c(Cl)cc(Cl)cc1/C=C/c1ccc2ccccc2n1
23	NC(=O)c1cc(S(=O)(=O)N2CCOCC2)ccc1N1CCCC1
24	O=C(CNC(=O)c1cc2c(n(-c3ccccc3)c1=O)CCCC2=O)c1ccccc1

compound no.	19	20	21	22	23	24
TDP1 inh	·	·	12%	?	1%	4%
DT40 TDP1 CPT	?	-2%	18µM*	?	8%	-14%
TDP1 cell noCPT	?	-22%	23µM*	-6%	-6%	-27%

25	COc1ccc(/C=C/C(=O)Nc2nc(N)n(-c3ccccc3)n2)cc1
26	COc1cc(CC(=O)OCC(=O)Nc2cccc([N+](=O)[O-])c2)cc(OC)c1OC
27	Cn1c(Cc2cccs2)nnc1SCC(=O)Nc1ccc(F)cc1F
28	CN(Cc1cnn(C)c1)C(=O)C1CCC(=O)N(Cc2ccc(Cl)cc2)C1 (stereo not drawn)
29	COc1ccc(OC)c(C(C(=O)NC2CCCCC2)N(C(=O)c2ccccn2)c2cccnc2)c1 (stereo not drawn)
30	Cc1ccc(C(=O)Cn2c(C)cc(C)c(C#N)c2=O)cc1

compound no.	25	26	27	28	29	30
TDP1 inh	5%	1%	-4%	1%	1%	5%
DT40 TDP1 CPT	?	-10%	1%	-2%	2%	-17%
TDP1 cell noCPT	-28%	-18%	-14%	-6%	-18%	-11%

Single records, from the list above. Order of screens: TDP1 inh | DT40 TDP1 CPT | TDP1 cell noCPT
COc1cc(CC(=O)OCC(=O)Nc2cccc([N+](=O)[O-])c2)cc(OC)c1OC across the screens: 1% | -10% | -18%
COc1ccc(/C=C/C(=O)Nc2nc(N)n(-c3ccccc3)n2)cc1 across the screens: 5% | ? | -28%
COc1ccc(OC)c(C(C(=O)NC2CCCCC2)N(C(=O)c2ccccn2)c2cccnc2)c1 (stereo not drawn) across the screens: 1% | 2% | -18%
Cc1ccc(C(=O)Cn2c(C)cc(C)c(C#N)c2=O)cc1 across the screens: 5% | -17% | -11%

New compounds follow
31	O=C(Nc1ccc(N2CCCC2)cc1)C(Cl)c1ccccc1 (stereo not drawn)
32	CN(C)Cc1ccccc1-c1nc(N(C)Cc2ccco2)c2ccccc2n1
33	CN(C)S(=O)(=O)c1ccc(C(=O)OCn2nnc3ccccc3c2=O)cc1
34	Cc1ccc(C)n1CCN1CCN(C(=O)CC#N)CC1
35	O=C(c1ccccc1)N1CCN(CC(O)COc2ccc(Br)cc2)CC1 (stereo not drawn)
36	CCCCCCCCC#CCC#CCC#CCCCC(=O)O

compound no.	31	32	33	34	35	36
TDP1 inh	4%	7%[56.1 µM]	4%	-1%	·	?
DT40 TDP1 CPT	8.2µM*	18µM*	-23%	-21%	?	5%[4.12 µM]
TDP1 cell noCPT	13µM*	8.2µM*	?	?	?	-8%[4.12 µM]

37	CSc1ccc(/C=C(\NC(=O)c2ccc(C)cc2)C(=O)NN)cc1
38	COc1ccc(N2CCN(C(=O)c3cn(CC(C)C)c(=O)c4c3c3ccccc3n4C)CC2)cc1
39	Cc1ccc(CN2CC(=O)N3[C@H]4c5cc(Cl)ccc5OC[C@@H]4[C@H](c4ccccc4)[C@]3(C)C2=O)cc1
40	COc1ccc(NS(=O)(=O)c2cc(NC(=O)C3=NN(c4ccccc4)C(=O)CC3)ccc2OC)cc1
41	CCOc1ccc(C(=O)Nc2ccc(NC(=O)c3ccccc3)c(C)c2)cc1[N+](=O)[O-]
42	COc1ccc2nc(N(Cc3cccnc3)C(=O)c3ccco3)sc2c1

compound no.	37	38	39	40	41	42
TDP1 inh	·	9%	2%	1%	-2%	0%
DT40 TDP1 CPT	8%	?	?	?	-6%	-11%
TDP1 cell noCPT	4%	23µM*	?	0.18µM*	?	-4%

43	COc1cc(O)c(C(CC(=O)N2CCCC(C)C2)c2cc(OC)c(OC)c(OC)c2)c(OC)c1 (stereo not drawn)
44	Cn1c(CO)cnc1S(=O)(=O)Cc1ccc([N+](=O)[O-])cc1
45	C=CCNC(=O)COc1ccc(S(=O)(=O)NC2CCCCC2)cc1
46	CCCCOC(=O)c1ccc(NC(=S)NC(=O)c2c(Br)c(C)nn2C)cc1
47	C[C@H](CO)N1C[C@H](C)[C@@H](CN(C)C(=O)C2CCCCC2)OCc2cnnn2CCCC1=O
48	Cc1ccc(-n2ncc3c(SCc4ccccc4)ncnc32)cc1

compound no.	43	44	45	46	47	48
TDP1 inh	10%&4%	3%	7%	8%	·	0%
DT40 TDP1 CPT	3%	-1%	?	?	-23%	-12%
TDP1 cell noCPT	-7%	-16%	-22%	21µM*	-22%	?

49	Cc1ccc(-c2c(NCCc3ccccc3)c(=O)c2=O)cc1
50	O=[N+]([O-])c1ccc(N2CCN(C(=S)c3cccc([N+](=O)[O-])c3)CC2)cc1
51	Cc1cccc(NC(c2cccc(F)c2)c2ccc3ccc(C)nc3c2O)n1 (stereo not drawn)
52	COc1cc(OC)c(OC)cc1/C=N/NC(=S)NCC1CCCO1 (stereo not drawn)
53	CCc1cccc(NC(=O)CN(C)C2=NS(=O)(=O)c3ccccc32)c1
54	Cc1ccc(F)c(S(=O)(=O)NC(=O)C2(C)CCN2C(=O)c2cccc3ccccc23)c1 (stereo not drawn)

compound no.	49	50	51	52	53	54
TDP1 inh	·	2%	12%	10%	1%	·
DT40 TDP1 CPT	0%	15µM*	8.2µM*	7.3µM*	?	-6%
TDP1 cell noCPT	-19%	21µM*	5.8µM*	?	1%	-1%

55	CCn1c(SCC(=O)Nc2cc(NC(C)=O)ccc2OC)nnc1-c1cccnc1
56	Cc1ccc(/C=N/NC(=O)c2nnn(-c3nonc3N)c2CSc2ccccc2)s1
57	Cc1ccc(NC(=O)c2cc(=O)[nH]c3ccc(S(=O)(=O)N4CCOCC4)cc23)cc1
58	COc1ccc(N2CC(NC(=O)C3CCCC3)CC2=O)cc1 (stereo not drawn)
59	CC(C)NC(=O)C1(C)CCN1Cc1ccc(-c2ccccc2)cc1 (stereo not drawn)
60	CC1(C(=O)NS(=O)(=O)c2ccccc2)CCN1C(=O)CC1CCCCC1 (stereo not drawn)

compound no.	55	56	57	58	59	60
TDP1 inh	7%	-6%	-2%	-3%	·	·
DT40 TDP1 CPT	-6%	19%	-8%	4%	12µM*	-4%
TDP1 cell noCPT	-14%	-7%	-5%	-13%	8.2µM*	-6%

61	Cc1ccccc1OCC(=O)Nc1ccc2nc(SCC(=O)N3CCOCC3)sc2c1
62	CNc1nc(-c2ccccc2)nc(-c2ccccc2)c1C#N
63	Nc1ccc(OCCCc2c(N)nc(N)nc2N)cc1
64	CCN(CC)c1ccc(Nc2nc(N3CCOCC3)c3ccccc3n2)cc1
65	O=C(O)CN1C(=O)C2(OCCO2)c2cc(Br)ccc21
66	O=c1[nH]c2cc3c(cc2cc1CN(Cc1ccco1)C(=S)NCCCN1CCOCC1)OCCO3

compound no.	61	62	63	64	65	66
TDP1 inh	1%	4%	6%	12%	·	6%
DT40 TDP1 CPT	?	?	-30%	4.6µM*	10%	?
TDP1 cell noCPT	5.8µM*	-6%	?	3.3µM*	4%	?

67	COc1cccc(C(O)c2nc(-c3ccc(N(C)C)cc3)cs2)c1 (stereo not drawn)
68	CN(C)c1ccc(NC(=O)c2ccc3nc[nH]c3c2)cc1
69	Cc1cc(C)cc(OCC(=O)NNC(=O)C2CCCO2)c1 (stereo not drawn)
70	NC(=O)C1CCN(C(=O)COc2ccc3c(c2)oc(=O)c2ccccc23)CC1
71	CCCS(=O)(=O)N1CCn2c(nc3ccccc32)C1
72	CCCCOc1ccc(C(=O)Nc2ccc(N3CCN(C(C)=O)CC3)cc2)cc1

compound no.	67	68	69	70	71	72
TDP1 inh	·	·	1%	·	0%	7%
DT40 TDP1 CPT	23µM*	1%	0%	21%	2%	-11%
TDP1 cell noCPT	16µM*	-28%	-6%	0%	-3%	?

73	Cc1ccc(-c2cc3c(n2-c2ccc(C)cc2)CC(C)(C)CC3=O)cc1
74	N#Cc1ccc(-c2ccccc2)nc1SCC(=O)c1cc2ccccc2oc1=O
75	COc1ccc(Br)cc1CN(C)CC(=O)Nc1cc(Cl)cc(Cl)c1
76	COc1ccc(-c2nn(-c3ccccc3)cc2C(=O)N(C)CC(=O)Nc2ccc(N3CCOCC3)cc2)cc1
77	Cc1cc(C(=O)OCC(=O)Nc2cc(S(=O)(=O)N(C)C)ccc2C)c2ccccc2n1
78	O=C1NC(=S)NC1=Cc1ccc2c(c1)CCC2

compound no.	73	74	75	76	77	78
TDP1 inh	3%	7%	1%	·	8%	·
DT40 TDP1 CPT	0%	23µM*	?	-4%	-26%	16µM*
TDP1 cell noCPT	-4%	?	?	-25%	?	?

79	O=C(NCCN1CCCCC1)c1ccco1
80	CSc1ccccc1NC(=O)C1CC(c2ccccc2O)=NO1 (stereo not drawn)
81	COc1ccccc1-n1cnnc1SCC(=O)NCc1cccs1
82	COc1ccc(CC(=O)Nc2ccc3nc(N4CCCCC4)cc(C)c3c2)cc1
83	COc1cccc(/C(O)=C2/C(=O)C(=O)N(Cc3ccco3)C2c2ccncc2)c1 (stereo not drawn)
84	Cc1cccc(NC(=O)c2cc(-c3ccccn3)nc3ccccc23)c1C
85	CCCCn1c(N)c(N(CC(C)C)C(=O)C2CCC2)c(=O)[nH]c1=O
86	Cc1cccc(C(=O)N[C@H](C(=O)NCCc2ccc(Cl)cc2)C(C)C)c1
87	COc1ccccc1CNC(=O)COC(=O)/C=C/c1ccc(OC(F)F)c(OC)c1

compound no.	79	80	81	82	83	84	85	86	87
TDP1 inh	-2%[56.1 µM]	2%	-8%	3%	1%	0%	-1%	0%	-2%
DT40 TDP1 CPT	3%	-17%	-5%	23µM*	-6%	23µM*	-5%	5%	2%
TDP1 cell noCPT	7%	?	-5%	?	-10%	13µM*	9%	?	-1%

Bioassay records (PubChem)
